LMP1 NFkB inh: Epstein-Barr LMP1 NF-kappaB reporter inhibition; LMP1-induced NF-kappaB luciferase reporter cells, luminescence; inhibition, % at 12.5 µM; actives 0.69% (n = 350,000); AID 504558; in the data active = inhibition above about 41%;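 also: 0% = neutral control wells and 100% = reference inhibitor control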
NR5A2 inv ag: suppresses constitutive activity of human LRH-1; inhibition, % at 3.6 µM; actives 0.13% (n = 360,000); O00482; HEK293T StAR-luciferase reporter, LRH-1 transfected, 24 h;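 active = inhibition above the mean inhibition of all tested compounds plus 3 SD, cut at about 73% in these data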;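 also: 0% = DMSO wells and 100% = reporter-only cells lacking LRH-1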
TROY NFkB inh: TROY signaling inhibition | AID 1347056 | inhibition, % at 10 µM | Q293 LMP1-TROYcd NF-kB luciferase reporter, 4 h | actives 0.98% (n = 360,000);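 active = compounds whose plate-normalised and pattern-corrected inhibition of the luciferase reporter signal at the single screening dose is 50% or more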
NOD2 RIPK2 PPI: NOD2-RIPK2 protein interaction inhibition | O43353 | CHO BLA complementation NOD2-RIPK2, CCF4 ratio | inhibition, % at 4.98 µM | actives 0.38% (n = 360,000) | AID 624267; in the data active = inhibition above about 21%;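 also: 0% = vehicle only and 100% = reference blocker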
NCOA1 inh: inhibitors of human steroid receptor coactivator 1 (SRC1); Q15788; HEK293 GAL4-SRC1 luciferase reporter, luminescence; inhibition, % at 3.6 µM; actives 0.12% (n = 360,000); AID 588354;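 active = inhibition above the campaign mean plus 3 SD, with each screening campaign given its own cutoff, cut at about 60% in these data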;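 also: 0% = DMSO treated cells and 100% = gossypol at 36 µM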
TLR9-MyD88 block: TLR9-MyD88 interaction inhibition; CHO BLA complementation TLR9-MyD88, CCF4 FRET ratio; inhibition, % at 4.98 µM; actives 0.21% (n = 340,000);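 active = inhibition above the mean over all tested compounds plus 3 SD, cut at about 21% in these data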;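 also: 0% = DMSO only wells and 100% = clavulanate BLA inhibitor control wells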
Vif inh: inhibitors of HIV Vif; HEK293T cells, Vif self-association by quenched fluorescence, imaging, 24 h; inhibition, % at 7.49 µM; actives 0.35% (n = 340,000); AID 602346; in the data active = inhibition above about 50%, passing the limit was not always enough; also: some results filed as inactive read as strong as hits
NCOA2 inhibitor: human SRC2 (NCOA2) inhibition; HEK293 GAL4-SRC2 luciferase reporter, luminescence; inhibition, % at 9 µM; Q15596; actives 0.17% (n = 370,000);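 active = inhibition above the mean inhibition of all tested compounds plus 3 SD, set per campaign, cut at about 52% in these data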;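 also: 0% = DMSO treated cells and 100% = cells given Gossypol at 36 µM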
Target sequence (Q15596 whole entry, looked up, the tested form may be a part): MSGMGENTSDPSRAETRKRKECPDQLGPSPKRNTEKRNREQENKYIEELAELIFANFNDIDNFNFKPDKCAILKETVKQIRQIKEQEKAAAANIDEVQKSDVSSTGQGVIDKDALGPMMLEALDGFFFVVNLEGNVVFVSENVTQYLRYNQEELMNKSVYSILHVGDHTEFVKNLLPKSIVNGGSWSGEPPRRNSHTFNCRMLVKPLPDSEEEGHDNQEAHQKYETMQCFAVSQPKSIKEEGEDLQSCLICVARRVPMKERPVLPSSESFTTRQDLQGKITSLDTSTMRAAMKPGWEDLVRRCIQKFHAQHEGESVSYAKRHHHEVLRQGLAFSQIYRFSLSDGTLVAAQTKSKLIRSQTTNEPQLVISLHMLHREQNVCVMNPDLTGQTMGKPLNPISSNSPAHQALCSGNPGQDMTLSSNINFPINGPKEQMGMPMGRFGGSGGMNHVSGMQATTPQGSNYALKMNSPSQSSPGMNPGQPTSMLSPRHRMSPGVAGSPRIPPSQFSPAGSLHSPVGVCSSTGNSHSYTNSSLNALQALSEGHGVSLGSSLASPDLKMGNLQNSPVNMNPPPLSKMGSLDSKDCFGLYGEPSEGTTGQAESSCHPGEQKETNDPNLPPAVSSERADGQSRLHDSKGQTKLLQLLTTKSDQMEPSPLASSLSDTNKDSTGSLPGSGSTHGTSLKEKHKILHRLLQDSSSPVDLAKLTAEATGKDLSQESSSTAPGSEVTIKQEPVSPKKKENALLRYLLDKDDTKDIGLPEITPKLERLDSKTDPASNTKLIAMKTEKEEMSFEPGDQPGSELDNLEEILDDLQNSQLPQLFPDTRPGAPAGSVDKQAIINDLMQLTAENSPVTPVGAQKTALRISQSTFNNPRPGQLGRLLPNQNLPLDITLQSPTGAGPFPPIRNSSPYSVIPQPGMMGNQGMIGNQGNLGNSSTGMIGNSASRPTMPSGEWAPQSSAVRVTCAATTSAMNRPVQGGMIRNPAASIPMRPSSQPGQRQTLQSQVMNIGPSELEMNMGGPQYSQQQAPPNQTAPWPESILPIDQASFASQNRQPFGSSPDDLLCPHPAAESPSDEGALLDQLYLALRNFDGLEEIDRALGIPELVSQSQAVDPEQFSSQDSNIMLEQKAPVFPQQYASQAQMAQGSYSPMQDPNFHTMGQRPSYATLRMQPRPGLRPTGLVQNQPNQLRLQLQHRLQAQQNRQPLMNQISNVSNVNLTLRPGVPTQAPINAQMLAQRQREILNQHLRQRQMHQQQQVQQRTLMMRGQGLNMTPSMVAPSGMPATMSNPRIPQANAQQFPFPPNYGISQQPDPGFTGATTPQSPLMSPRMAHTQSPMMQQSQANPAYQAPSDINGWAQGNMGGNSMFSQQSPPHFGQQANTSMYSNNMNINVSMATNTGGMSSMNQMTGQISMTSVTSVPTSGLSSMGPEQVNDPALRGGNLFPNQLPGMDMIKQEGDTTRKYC
COUP-TFII inh: inhibitors of human COUP-TFII (NR2F2) | actives 0.7% (n = 370,000) | inhibition, % at 8.6 µM | HEK293T NGFI-A luciferase reporter, luminescence | AID 686940 | P24468;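 active = inhibition above a per-plate cutoff, mean inhibition of test wells between control levels plus 3 SD, cut at about 38% in these data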;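 also: cells cotransfected with COUP-TFII expression vector driving the NGFI-A reporter; 0% = median of COUP-TF2 test wells and 100% = reporter-only cells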
NCOA3 inh: inhibits human SRC3 coactivator. Q9Y6Q9. HEK293 GAL4-SRC3 luciferase reporter, luminescence. inhibition, % at 3.6 µM. actives 0.17% (n = 360,000);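 active = inhibition above a per-campaign cutoff, the mean of all compounds plus 3 SD, cut at about 60% in these data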;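 also: 0% = DMSO-treated cells and 100% = gossypol-treated cells at 36 µM; higher means less SRC3-driven luciferase light from the GAL4 reporter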
TRAIL sens C8: sensitizes caspase-8 expressing cells to TRAIL | NB7+C8 cells + TRAIL, ATPlite viability luminescence | inhibition (viability loss, TRAIL sensitization), % at 10 µM | actives 1% (n = 360,000);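 active = compounds causing at least 50% loss of cell viability in the single-dose screen, relative to plate controls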
Active calls of the source: *; . = not tested or not shown.

SMILES,LMP1 NFkB inh,NR5A2 inv ag,TROY NFkB inh,NOD2 RIPK2 PPI,NCOA1 inh,TLR9-MyD88 block,Vif inh,NCOA2 inhibitor,COUP-TFII inh,NCOA3 inh,TRAIL sens C8
O=C(O)c1cc(-c2cc3ccccc3o2)nn1-c1ccccc1,-12,4,2,0,-31,6,-2,2,-14,-13,0
CC(=O)Nc1ccc(C(=O)CSc2nccc(=O)[nH]2)cc1,3,7,8,-7,2,.,0,2,19,11,34
NC(=O)CN1C(=O)C(O)(CC(=O)/C=C\C=C\c2ccccc2)c2ccccc21 (centres undefined),-2,-9,6,3,-4,-5,1,-13,2,13,-5
O=C(NCCN1C(=O)S/C(=C/c2cccnc2)C1=O)c1cccs1,9,-8,-10,-1,2,-4,4,-24,-9,-9,-4
Cc1cccc(NC(=O)c2cc(-c3cc(C)cc(C)c3O)n[nH]2)c1,-7,-52,32,-8,-7,14,-8,-34,-16,-41,29
CCOc1ccccc1CNC(=O)C1CCCN(c2nn3c(=O)cc(C)nc3s2)C1 (centres undefined),4,0,17,-1,3,-9,-4,10,9,-26,4
O=c1[nH]cnc2c1C(c1ccccc1[N+](=O)[O-])c1c(nc[nH]c1=O)O2,1,6,4,0,10,-5,6,0,-3,17,2
CCC(Oc1ccccc1C)C(=O)Nc1ccc(S(=O)(=O)Nc2cc(C)on2)cc1 (centres undefined),2,6,0,-6,-12,6,9,-4,-2,-4,4
O=C1c2ccccc2-c2nnc(-c3ccccc3)cc21,4,-107,-21,-2,-95,-6,-3,-59,-11,-62,75*
O=C(c1ccc2nc(N3CCCCC3)sc2c1)N1CCN(Cc2ccc3c(c2)OCO3)CC1,6,10,-9,11,-6,6,.,-7,15,-13,0
CCOc1ccc(NC(=O)c2nsc(Cl)c2Cl)cc1,-31,-84,-36,6,-100,-8,-5,-64,-43,-79,37
CCOC(=O)C1CCN(S(=O)(=O)c2ccc3c(c2)CC(=O)N3C)CC1,-4,-6,-9,-4,-12,-7,-2,4,-3,1,8
COc1ccc([C@@H]2CC=C(C(=O)O)[C@H](c3ccc(Cl)cc3)N2S(=O)(=O)c2ccc(Cl)cc2)cc1,2,0,-10,2,-2,-12,-7,-18,-5,-4,2
Cc1cc(-c2nnc(CCC(=O)NCc3ccc(OC(F)(F)F)cc3)o2)no1,-2,-11,-24,0,-8,1,-5,3,20,-20,-8
CCO[C@H]1C[C@@H](c2ccc(CC)cc2)N(S(=O)(=O)c2ccc(C)cc2)C2CC(c3ccc(CC)cc3)N(S(=O)(=O)c3ccc(C)cc3)CC21 (some centres undefined),.,-17,.,-11,.,.,.,3,16,.,7
COc1ccc(N2C(=O)C3CCCN3C2c2cc(OC)c(OC)cc2OC)cc1 (centres undefined),-1,-6,-10,-6,-46,-4,6,20,14,10,-4
CCCc1nc(NC(C)=O)c(C#N)c(-c2ccco2)c1CC,-7,-33,-12,2,-16,1,1,8,18,0,-10
Cc1ccc(S(=O)(=O)NC2CCOC(C)(C)C2)cc1 (centres undefined),7,-1,-14,7,6,9,-4,1,-2,-41,-13
N/C(Cc1ccc(Cl)cc1)=N\OC(=O)c1ccc2ccccc2c1,3,-1,-36,-4,-15,-3,-4,-22,-17,-24,95*
CCN(CC)c1cc(C(F)(F)F)nc(-c2ccccn2)n1,6,6,-3,1,2,6,2,4,-6,13,1
Cc1ccccc1OCC1CNC(=O)O1 (centres undefined),5,-1,3,-4,-44,4,16,-5,9,18,0
COc1cc(/C=C2\SC(c3ccc(C)cc3)=NC2=O)cc(OC)c1O,6,13,14,-8,12,1,1,-27,-5,4,13
COC(=O)c1ccc(CCc2cc(O)ccc2O)cc1,-11,8,4,10,-62,4,5,.,.,-9,47
O=C(O)c1ccc(Br)cn1,-7,3,-10,-9,-4,9,-7,-11,-5,3,-4
Cc1c(CCC(=O)NC2CC2)c(=O)oc2c(C)c(O)ccc12,1,-17,5,2,16,-9,-2,.,.,6,26

(continued)
SMILES,LMP1 NFkB inh,NR5A2 inv ag,TROY NFkB inh,NOD2 RIPK2 PPI,NCOA1 inh,TLR9-MyD88 block,Vif inh,NCOA2 inhibitor,COUP-TFII inh,NCOA3 inh,TRAIL sens C8
COc1ccc(OC)c(-c2csc(NC(=O)COC(=O)C3(C)CC3(Cl)Cl)n2)c1 (centres undefined),6,-12,38,-6,6,-6,-9,2,1,-4,7
Cc1cc[n+](-c2[nH]c(=O)sc2/C=N/N=C(\[O-])c2ccccc2)cc1,-28,-45,-9,10,-52,.,-3,-13,-22,-90,-9
COc1cccc(-c2ccc(SCc3ccccn3)nn2)c1,-15,-80,-103,-7,-58,4,0,-35,-7,-46,7
O=C(Nc1nnc(C2CCCC2)s1)C1CCN(S(=O)(=O)c2ccc(Cl)cc2)CC1,15,-4,30,-3,4,-1,-1,11,2,-9,-1
Cc1ccc(-n2nc3c(N4CCC(C(=O)NCc5ccccc5C)CC4)nnc(C)c3c2C)cc1,2,-11,12,24*,-2,6,9,.,.,-20,2
CC1CCCCN1C(=O)c1cc2c(=O)n3ccccc3nc2s1 (centres undefined),-20,-41,-34,-4,-29,-5,1,-46,-28,-79,-7
Cc1cccc(NC(=O)NC2CCCCCCC2)c1C,8,-11,-65,0,-5,0,-12,-62,-1,-16,6
Cc1ccc(S(C)(=O)=O)cc1C(=O)Nc1ccc(S(=O)(=O)Nc2nccs2)cc1,1,-10,0,3,-28,-6,-1,-9,8,4,3
Cn1c(SCC(=O)Nc2ccc(F)cc2F)nnc1-c1cccnc1,-8,17,1,-17,13,-5,7,-16,1,18,-15
O=C(O)CCC(=O)Nc1cccc(-c2csc(-c3ccccc3)n2)c1,1,18,8,-11,0,6,6,52*,34,29,2
CC(C)(CO)Cc1cc(C(C)(C)C)c(O)c(C(C)(C)C)c1,-8,-2,6,2,-4,6,-2,-30,8,10,-5
CN1CCN(CC(=O)NN(Cc2ccccc2)c2ccccc2)CC1,-3,12,-2,-6,17,-3,34,-7,1,6,-13
C/C=C(\C)C(=O)NCCN1C2=NC[C@H](C(C)C)N2C[C@H]1Cc1ccc(O)cc1,-9,0,0,-9,8,-10,-3,-9,10,-8,-6
O=C(CSc1nnc(-c2ccncc2)n1CC1CCCO1)Nc1cccc(O)c1 (centres undefined),4,-3,3,-8,5,11,-4,-14,6,12,-12
Cc1ccc(NC2CCCCC2NS(=O)(=O)c2ccc(Cl)cc2)cc1 (centres undefined),0,5,6,3,-14,1,-10,6,-6,15,9
O=C(NC1CCCCC1)c1ccc2[nH]c(=O)c(=O)[nH]c2c1,3,-8,2,-5,3,3,3,10,-1,14,4
CCN(CC(=O)NCc1ccc(Cl)cc1)C(=O)CNS(=O)(=O)c1ccc(NC(C)=O)cc1,-1,-18,7,-19,-2,-3,-11,-7,-6,4,-11
O=C(NCc1ccc2c(c1)OCO2)c1cc2ccccc2o1,-7,4,-8,10,-15,12,-5,-33,8,-5,12
O=C(c1ccco1)N1N=C(C2CCCCC2)CC1(O)C(F)(F)F (centres undefined),-5,-18,0,-1,9,-1,0,-3,9,8,-1
CNC(=O)Nc1ccccc1NC(=O)NC,-1,0,13,7,5,-14,-7,-1,-25,5,2
COCc1ccc(C(=O)NC2CCCc3c2cnn3-c2cc(C)cc(C)c2)s1 (centres undefined),1,6,20,-20,-31,-3,-10,20,24,-1,8
O=C(NCc1ccccc1)[C@@H]1CCCN1C(=O)[C@@H]1CCCN1C(=O)c1cccc2ccccc12,.,6,4,-3,.,.,.,-21,-5,.,14
COc1ccc2oc(C(=O)OCC(=O)NC(C)(C#N)C3CC3)c(C)c2c1 (centres undefined),-6,3,7,-10,14,-5,-2,4,-1,-45,-7
Cc1ccc(C2CC(c3cccs3)=NN2C(=O)c2ccc(Br)o2)cc1 (centres undefined),1,-45,-66,-2,-10,0,-2,4,-29,-18,-3
C=CCN(c1ccccc1)S(=O)(=O)c1ccc2c(c1)NC(=O)C(C)S2 (centres undefined),-6,0,18,-8,-12,-3,-1,26,-1,-6,8

Next part
SMILES,LMP1 NFkB inh,NR5A2 inv ag,TROY NFkB inh,NOD2 RIPK2 PPI,NCOA1 inh,TLR9-MyD88 block,Vif inh,NCOA2 inhibitor,COUP-TFII inh,NCOA3 inh,TRAIL sens C8
COc1ccc(N(C(=O)c2snc(C(N)=O)c2N)C(C(=O)NC2CCCC2)c2ccc(F)cc2)c(OC)c1 (centres undefined),3,6,-1,-2,-10,-4,-10,2,-14,0,5
COC(=O)c1sc(N2C(=O)C(O)=C(C(=O)c3ccc(C)o3)C2c2ccc([N+](=O)[O-])cc2)nc1C (centres undefined),-2,2,-36,-5,4,9,-8,-8,4,-8,6
COc1ccc(/C=C(\C#N)C(=O)Nc2cc(S(=O)(=O)N3CCCCC3)ccc2N2CCCCC2)cc1,3,-9,4,-16,-39,-10,10,-4,4,16,1
CCc1ccc([C@@H]2CC=C(C(=O)O)[C@H](c3ccccc3F)N2S(=O)(=O)c2ccc(C)cc2)cc1,-2,3,18,3,6,3,-6,-7,13,11,-2
Cc1c(Nc2nc(-c3cccc([N+](=O)[O-])c3)cs2)c(=O)n(-c2ccccc2)n1C,3,-1,3,11,4,-11,1,-23,3,7,-3
COc1ccc(/C=C/C(=O)CCC(=O)O)cc1,-9,-26,-51,2,-21,-9,-3,-4,-16,-12,-7
Cc1cccc(N2CCN(S(=O)(=O)c3ccc4c(c3)NC(=O)CO4)CC2)c1C,6,-3,23,10,-19,-16,2,21,15,8,6
CC(C)N(C(=O)Cn1cc(S(=O)(=O)CC(=O)NCc2ccccc2)c2ccccc21)C(C)C,7,-12,-3,-8,-1,-2,.,3,18,17,-16
CCOc1ccc(NC(=O)CN2CCN(CC(=O)Nc3ccc(F)c(F)c3)CC2)cc1,-6,13,-10,-7,1,-3,.,10,-2,3,1
COc1ccc(NC(=O)CN2CCN(S(=O)(=O)c3cccs3)CC2)cc1Cl,-13,10,1,0,8,-11,-1,2,9,-5,10
CCOc1ccc(NC(=O)CN(C)C(=O)c2cccnc2Sc2ccc(C)c(C)c2)cc1OCC,.,19,-16,-27,-10,-11,.,-20,-6,-9,3
CC(C)(C)OC(=O)N1CCN(C(=O)c2[nH]c(C(F)(F)F)nc2-c2ccccc2)CC1,.,-17,0,-4,9,.,1,18,-1,-4,-15
Cc1ccc(-c2nnc(SCC(=O)NC3CCS(=O)(=O)C3)nc2-c2ccc(C)cc2)cc1 (centres undefined),3,-14,0,11,12,6,11,3,26,7,11
CCCN1CCC(=O)N(CCSc2ccccc2)CC1,-21,-73,-9,-10,-83,7,5,-71,-50,-68,1
Cc1ccccc1NC(=O)Cc1nc(COC(=O)c2ncc(Cl)c(Cl)c2Cl)cs1,-3,4,13,-4,-18,2,-6,-7,-11,14,0
Cc1ccc(Cn2cc(CN(C)C3CN(Cc4cn(Cc5ccc(C)cc5)nn4)S(=O)(=O)C3)nn2)cc1 (centres undefined),.,18,1,7,.,.,.,-8,-11,.,-9
CC(CN1CCCCC1)OC(=O)c1ccccc1Cl (centres undefined),2,-2,8,-8,1,3,4,-12,5,2,-18
O=C(Nn1cnnc1)c1ccccc1-c1ccccc1,-2,-6,6,-2,0,0,10,-30,-3,13,0
O=C(NCCCN1CCCC1=O)c1cccc(N2CCCC2=O)c1,-3,11,-6,-10,-6,3,.,7,12,4,-4

High-throughput results deposited in PubChem by several laboratories.

Some of the compounds tested, so the mix of outcomes need not match the whole.
